# Screens deposited in PubChem by Vanderbilt High Throughput Screening Facility.
# Cav32 inh: Cav3.2 calcium influx blockers – cell-based, Fluo-4 calcium fluorescence, FDSS, MLSMR library, primary screen. Voltage-dependent T-type calcium channel subunit alpha-1H (Homo sapiens), O95180. Cav3.2-expressing cells; hits give low values. B-score at 10 µM. actives 4% (n = 100,000). AID 449739, 2010;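 active = single-dose well whose peak fluorescence ratio is a statistical outlier from its plate by either plate-standardised score or position-corrected B-score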
# Starred values were filed as active, the others as inactive; & = joins results of further samples.
1	CC1(C)CSC(=S)N1S(=O)(=O)c1ccccc1
- Cav32 inh = 0.667
2	CCc1ccccc1NC1=NCC(=O)N1Cc1ccc(OC)cc1
- Cav32 inh = -3.27
3	CCOc1ccc(C2N(c3cc(Cl)ccc3OC)C(=O)C3CCCN32)cc1OC (stereo unspecified)
- Cav32 inh = -0.0168
4	COC(=O)CN1C(C)=Nc2ccc(Br)cc2C1c1ccccc1 (stereo unspecified)
- Cav32 inh = -0.737
5	O=C1CCCC2=C1C1c3ccccc3C(=O)N1c1ccc(C(=O)c3ccccc3)cc1N2 (stereo unspecified)
- Cav32 inh = -0.472
6	Cc1ccc2oc(=O)c3cnn(CC(=O)NC4CCC(C)CC4)c3c2c1 (stereo unspecified)
- Cav32 inh = 0.835
7	COCC(=O)Nc1nc2n(n1)C(c1ccc(Cl)cc1)CC(c1ccc(OC)cc1)N2 (stereo unspecified)
- Cav32 inh = -1.11
8	O=C(Nc1ccc(Nc2ccccc2)cc1)N1CCOCC1
- Cav32 inh = 0.719
9	CC1(c2ccc(OC(F)F)cc2)NC(=O)N(CC(=O)NC2CCCCC2)C1=O (stereo unspecified)
- Cav32 inh = -1.17
10	COC(=O)C1C2C=CC3(CN(C(C)c4ccc(OC)cc4)C(=O)C13)O2 (stereo unspecified)
- Cav32 inh = 0.066
11	COc1ccc(N(CC(=O)N2CCc3ccccc3C2)S(=O)(=O)c2c(C)nn(C)c2C)cc1
- Cav32 inh = 0.0616
12	COc1cccc(N2CCN(c3ncnc4c3[nH]c3ccccc34)CC2C)c1 (stereo unspecified)
- Cav32 inh = -5.89*
13	N#CCCN(CC(=O)O)S(=O)(=O)c1ccccc1
- Cav32 inh = -0.48
14	Cc1cc(NC(=O)c2ccco2)ncc1NC(=O)Cc1ccccc1
- Cav32 inh = -0.25
15	CCOc1ccc(NC(=O)CN2CC(c3ccccc3)CC2=O)cc1 (stereo unspecified)
- Cav32 inh = -0.22
16	C=CCNCc1cccn1-c1ccccc1
- Cav32 inh = 0.55
17	c1c2c(cc3sc(N4CCOCC4)nc13)OCCO2
- Cav32 inh = 0.0245
18	O=C(CCCn1c(=S)[nH]c2ccc(Br)cc2c1=O)NCC1CCCO1 (stereo unspecified)
- Cav32 inh = -0.972
19	CCCCNC(=S)NNC(=O)c1csc(CC)c1
- Cav32 inh = 0.143
20	COc1ccc(-n2c(Cc3cccn3C)nnc2SCC(=O)Nc2nccs2)cc1
- Cav32 inh = -5.96*
21	c1ccc(Cn2nnc3c(NCc4ccc5c(c4)OCO5)nc(C4CC4)nc32)cc1
- Cav32 inh = 0.356
22	COc1ccc(Cl)cc1N1C(=O)C2CCCN2C1c1cccc(F)c1 (stereo unspecified)
- Cav32 inh = 0.0175
23	Cn1cc(S(=O)(=O)N2CCN(c3ccccc3)CC2)c(=O)n(C)c1=O
- Cav32 inh = -0.406
24	COc1cc(NC(=S)NC(=O)c2ccccc2C)ccc1NC(=O)c1cccs1
- Cav32 inh = 0.587
25	COc1ccc2nc(NC(=O)Cc3cccs3)sc2c1
- Cav32 inh = 0.0809

26	C[C@]12CC[C@@H]3c4ccc(OS(=O)(=O)O)cc4CC[C@H]3[C@@H]1CCC2=O
- Cav32 inh = 1.49&0.0282
27	COc1cc(OC)c(CN2CCCCCCC2)cc1Br
- Cav32 inh = -0.0508
28	CCCC(c1nnnn1Cc1ccco1)N1CCN(c2cc(Cl)ccc2C)CC1 (stereo unspecified)
- Cav32 inh = -6.86*
29	COc1ccc(NC(=O)c2cc(-c3cccs3)on2)cc1OC
- Cav32 inh = 0.0248
30	c1ccc2c(-n3cnnn3)cccc2c1
- Cav32 inh = -0.366
31	CCn1c(COc2ccc3c(c2)OCO3)nnc1SCC(=O)c1ccccc1
- Cav32 inh = 0.325
32	COc1ccc(CC(=O)NCc2nnc(SCCOc3ccccc3)n2C)cc1
- Cav32 inh = -0.716
33	C=CCNC(=O)c1cccn1-c1ccsc1C(=O)OC
- Cav32 inh = 0.109
34	O=C(Nc1ccccc1)c1cc2ccccc2o1
- Cav32 inh = -3.05
35	CS(=O)(=O)N(Cc1ccc(Cl)cc1)c1ccc(C(=O)NCCSCc2ccco2)cc1
- Cav32 inh = -0.0371
36	CCc1nnc(NC(=O)CSc2nccn2-c2cc(C)cc(C)c2)s1
- Cav32 inh = -0.0246
37	O=C(O)C1CCCCC1C(=O)Nc1cccc(C(=O)N2CCCCC2)c1 (stereo unspecified)
- Cav32 inh = -0.447
38	Cc1ccc(NC(=O)CN2CCCN(S(=O)(=O)c3ccc(Br)s3)CC2)cc1
- Cav32 inh = -4.02
39	COc1cc(SC)ccc1C(=O)NCCOc1ccccc1Cl
- Cav32 inh = -1.44
40	CCc1c(C)nc(SCC(=O)Nc2cccc(Br)c2)[nH]c1=O
- Cav32 inh = 0.0438
41	N#CC(C(=O)NCc1ccccc1)c1nc2ccccc2nc1N1CCCC1 (stereo unspecified)
- Cav32 inh = -5.99*
42	CC(C)OP(=O)(c1ccc(N(C)C)cc1)C(O)c1ccncc1 (stereo unspecified)
- Cav32 inh = 0.0248
43	O=C1CCC(C(=O)NCCCn2ccnc2)N1 (stereo unspecified)
- Cav32 inh = -0.413
44	CCOc1ccc(CCNC(=O)C2CCN(c3nn4c(=O)cc(C)nc4s3)CC2)cc1OCC
- Cav32 inh = 0.699
45	CC12CCC(C(=O)O)(C/C1=N\O)C2(C)C (stereo unspecified)
- Cav32 inh = 0.274&0.0917
46	CCC(C)(C)n1nnnc1CN1CCN(C(c2ccccc2)c2ccccc2)CC1
- Cav32 inh = -3.42*
47	Cc1cc(OCC(=O)Nc2ccc(OCc3ccccc3)cc2)nc(C(C)C)n1
- Cav32 inh = -4.05
48	CNC(=O)N(O)C1N(C)C(=O)N(Cc2ccccc2)C1(C)C (stereo unspecified)
- Cav32 inh = -0.0186
49	CC(NC(=O)c1cccc(N2CCCC2=O)c1)c1ccc2c(c1)OCCO2 (stereo unspecified)
- Cav32 inh = 0.636
50	Cc1cc(C)c(C#N)c(N2CCN(Cc3ccccc3)CC2)n1
- Cav32 inh = 0.324

51	CCNc1nc(NC(C)CC)nc(Oc2ccc(=O)[nH]n2)n1 (stereo unspecified)
- Cav32 inh = 1.08
52	COc1ccc(Nc2nc3ccccc3n3cnnc23)cc1
- Cav32 inh = 0.341
53	COc1ccc(N2C(=O)c3ccccc3NC23CCC(C)CC3)cc1 (stereo unspecified)
- Cav32 inh = 0.0178
54	CC1(C)NC(=O)N(CCOCCOc2ccc3ccccc3c2Br)C1=O
- Cav32 inh = -0.461
55	COc1ccc(NC(=O)COC(=O)c2cc(OC)c(OC)cc2NC(=O)c2ccco2)cc1OC
- Cav32 inh = 0.945
56	CCSC1=C(C#N)C(c2ccc(F)cc2)CC(=O)N1 (stereo unspecified)
- Cav32 inh = 0.724
57	CCCC(=O)Nc1ccc2nc(SCC(=O)Nc3nccs3)sc2c1
- Cav32 inh = -0.0102
58	Cn1c(=O)c2cc(S(=O)(=O)Nc3cccc(F)c3)ccc2n(C)c1=O
- Cav32 inh = 0.559
59	CCS(=O)(=O)n1nc(-c2ccc(Cl)cc2)nc1N
- Cav32 inh = 0.49
60	O=C(NCc1ccco1)C1CCN(c2nnc(-n3cccc3)s2)CC1
- Cav32 inh = 0.605
61	CCn1c(NCc2ccco2)nc2c1c(=O)n(C)c(=O)n2C
- Cav32 inh = 0.0432
62	O=C(NCC1CCCO1)C1CCN(S(=O)(=O)N2CCCC2)CC1 (stereo unspecified)
- Cav32 inh = -0.103
63	Cc1ccc(C(=O)N/C(=C\c2ccc(Br)cc2)c2nc(=S)[nH][nH]2)cc1
- Cav32 inh = -0.0834
64	COc1ccc(OC)c(C(c2nnnn2C2CCCC2)N2CCN(c3ccccc3F)CC2)c1 (stereo unspecified)
- Cav32 inh = -6.07*
65	O=C1/C(=C\c2ccc(-c3ccccc3Cl)o2)SC(=S)N1CC1CCCO1 (stereo unspecified)
- Cav32 inh = -2.82
66	O=C(Cn1cnc2c(oc3ccccc32)c1=O)NCc1ccccc1
- Cav32 inh = 1.94
67	COc1ccnc(Nc2ccc(C)c(C)c2)c1C#N
- Cav32 inh = 0.354
68	O=C(O)CCc1nn2c3ccccc3n(CC(=O)c3ccccc3)c2nc1=O
- Cav32 inh = -2.5
69	CN(C)S(=O)(=O)Oc1ccsc1C(=O)Nc1cccc(Cl)c1
- Cav32 inh = -2.26
70	CCOc1ccc(CC2c3cc(OCC)c(OCC)cc3CCN2C(=O)c2cc(OC)c(OC)c(OC)c2)cc1OCC (stereo unspecified)
- Cav32 inh = -1.19
71	C=CCNC(=O)CC(=O)N/N=C/c1ccccc1F
- Cav32 inh = -1.22
72	CN1CCN(Cc2oc(CO)cc(=O)c2O)CC1
- Cav32 inh = -0.715
73	Cc1ccc(C(=O)N2CCN(C(=O)CN3CCCC3)C2)cc1
- Cav32 inh = 0.28
74	O=c1[nH]nc2c3ccccc3cnn12
- Cav32 inh = 0.93
75	CCOC(=O)Cc1csc(SCC(=O)Nc2sc3c(c2C(N)=O)CCC3)n1
- Cav32 inh = -1.15

76	COC(=O)C1=C(C)N(Cc2ccco2)C(=O)N[C@@H]1c1ccc(Br)cc1
- Cav32 inh = -0.293
77	COc1ccc(S(=O)(=O)Nc2cc3c4c(oc3c3ccccc23)CCCC4=O)cc1
- Cav32 inh = -0.0734
78	Cc1csc2nc(CSc3nncn3-c3ccccc3)c(Br)n12
- Cav32 inh = 0.554
79	O=C(O)CCCCNS(=O)(=O)c1ccc(Cl)c(C(F)(F)F)c1
- Cav32 inh = 0.432
80	Cn1c(Cc2csc(N)n2)nnc1SCC(=O)NCc1ccccc1
- Cav32 inh = -0.59
81	Cc1cc(S(=O)(=O)NCC(c2ccccc2)c2ccccc2)ccc1-n1cnnn1
- Cav32 inh = -0.406
82	CCC1CCc2sc(C(=O)O)cc2C1 (stereo unspecified)
- Cav32 inh = 0.35
83	COc1ccc(NC(=O)c2cnc3n(c2=O)CCS3)cc1OC
- Cav32 inh = -0.549
84	COc1ccc(Oc2nccc(-c3ccc(Cl)cc3)n2)cc1
- Cav32 inh = -0.0728
85	Cc1ccc(C(=O)OC2=CC(=O)CC(C)(C)C2)cc1
- Cav32 inh = 0.64
86	CC(=O)c1c(C(C)=O)c(C)n(-c2ccc(O)cc2)c1C
- Cav32 inh = 0.619
87	CCOC(=O)c1c(-c2ccc(C)o2)csc1NC(=O)COC(=O)c1cccs1
- Cav32 inh = -1.53
88	Cc1nnc(SCC(=O)N2CCc3ccccc32)n1-c1ccccc1
- Cav32 inh = 1.6
89	COC(=O)Cn1cnc2c(C#N)c3n(c2c1=O)CCCC3
- Cav32 inh = -0.496
90	CC(C)(C)C(=O)N=C1SC2CS(=O)(=O)CC2N1c1ccc2c(c1)OCO2 (stereo unspecified)
- Cav32 inh = 0.148
91	COc1ccc2[nH]c(=O)c(NC(N)=S)nc2c1
- Cav32 inh = 0.081
92	CN(CC(=O)Nc1ccc(C#N)cc1)Cc1ccc(Cl)c(Cl)c1
- Cav32 inh = -6.59*
93	COCCCN1C(=O)c2ccccc2C1C(=O)NC1CCCCCC1 (stereo unspecified)
- Cav32 inh = -0.0533
94	CC1CC(C)CN(C(=O)CSc2nc(Cc3cccs3)nc3ccccc23)C1 (stereo unspecified)
- Cav32 inh = -3.58

# Only part of the results is shown (hit frequency here may not be typical).
